GIRK2 activator = Activators of human GIRK2-containing channels; 34,000 tested, under 10 active; AID 1259324; HEK293 GIRK2/NPY4 cells, thallium flux fluorescence; activation (% efficacy), % for hits at 37.5 µM;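 active = primary screen hit, no activity in plain HEK293 cells, and in GIRK2-only cells above 5% efficacy rising with concentration; inactive = the rest, including fluorescent compounds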;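 note: efficacy is normalized control-subtracted fluorescence 15 s after thallium addition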
Target sequence (P48051 whole entry, looked up): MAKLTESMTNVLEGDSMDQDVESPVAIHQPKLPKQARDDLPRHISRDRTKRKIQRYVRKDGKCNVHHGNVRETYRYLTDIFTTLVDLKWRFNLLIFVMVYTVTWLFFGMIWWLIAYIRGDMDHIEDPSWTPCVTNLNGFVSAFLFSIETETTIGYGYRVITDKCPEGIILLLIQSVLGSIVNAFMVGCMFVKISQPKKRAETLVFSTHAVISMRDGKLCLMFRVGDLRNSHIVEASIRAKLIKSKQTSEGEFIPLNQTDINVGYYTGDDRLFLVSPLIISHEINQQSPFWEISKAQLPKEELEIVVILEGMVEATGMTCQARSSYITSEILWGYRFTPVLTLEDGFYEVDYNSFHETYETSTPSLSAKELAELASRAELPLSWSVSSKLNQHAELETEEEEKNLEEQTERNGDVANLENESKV
Calls only; i = inactive. Some of the compounds tested, so the mix of outcomes need not match the whole.

smiles,GIRK2 activator
O=C(Cc1cccc2ccccc12)NCCS(=O)(=O)N1CCN(c2ccccn2)CC1,i
COc1ccc(-c2c(NC(=O)c3cccs3)n(-c3ccccc3)nc(C)c2=O)cc1,i
CCc1nc(-n2cccc2)sc1C(=O)NCCCc1ccccc1,i
CCC(C(=O)N1CCC(c2nnc(C3CC3)o2)CC1)c1ccccc1 (stereo not drawn),i
COC(=O)c1ccc(C(=O)NCC(C)(O)CCSC)cc1 (stereo not drawn),i
Cc1cc(C(=O)N2CCN(c3nc4c(C(C)C)cccc4s3)CC2)no1,i
CN1CCC(CNS(=O)(=O)c2ccccc2Cl)CC1,i
CCc1cccc2sc(N(CCN3CCOCC3)C(=O)c3ccnn3C)nc12,i
O=S(=O)(Cc1ccccc1)NCCOc1ccc2nnc(-c3ccccc3)n2n1,i
O=C(Cc1ccc(Cl)cc1)NCC1COC2(CCCCC2)O1 (stereo not drawn),i
COc1ccc(S(=O)(=O)CCC(=O)Nc2nc(-c3cc(Cl)ccc3Cl)cs2)cc1,i
Cn1nc2c(c1NC(=O)Cc1ccccc1)CCC2,i

The last seven records of the part before come first, to join the parts:
smiles,GIRK2 activator
Cc1cc(C(=O)N2CCN(c3nc4c(C(C)C)cccc4s3)CC2)no1,i
CN1CCC(CNS(=O)(=O)c2ccccc2Cl)CC1,i
CCc1cccc2sc(N(CCN3CCOCC3)C(=O)c3ccnn3C)nc12,i
O=S(=O)(Cc1ccccc1)NCCOc1ccc2nnc(-c3ccccc3)n2n1,i
O=C(Cc1ccc(Cl)cc1)NCC1COC2(CCCCC2)O1 (stereo not drawn),i
COc1ccc(S(=O)(=O)CCC(=O)Nc2nc(-c3cc(Cl)ccc3Cl)cs2)cc1,i
Cn1nc2c(c1NC(=O)Cc1ccccc1)CCC2,i
Cc1cc(C)c(C)c(S(=O)(=O)NCCN2CCOC(c3ccccc3)C2)c1C (stereo not drawn),i
COc1ccc(Cl)cc1S(=O)(=O)Nc1ccc2c(c1)N(C(=O)C1CC1)CC2,i
Cc1nn(C2CCS(=O)(=O)C2)c2nc(-c3ccco3)cc(C(=O)NCc3cccs3)c12 (stereo not drawn),i
Cc1cc(C(=O)NCC(c2ccco2)N2CCOCC2)no1 (stereo not drawn),i
CC(C)S(=O)(=O)c1ccc(N2CCN(Cc3ccccc3)CC2)nn1,i
CCCNC(=O)Cn1nc2c(c1NC(=O)C(=O)c1c[nH]c3ccccc13)CSC2,i
CCCCNC(=O)C1CCC(Cn2c(=S)[nH]c3ccccc3c2=O)CC1 (stereo not drawn),i
Cc1ccc(C(=O)Nc2c3c(nn2CC(=O)NCC2CCCO2)CSC3)cc1C (stereo not drawn),i
O=C(NCCCn1ccnc1)c1cc2c(=O)n3ccccc3nc2n1Cc1ccccc1,i
Cc1ccc(C)c(Cn2nc(-c3ccco3)c3sc(N4CCOCC4)nc3c2=O)c1,i
COc1ccccc1NC(=O)NCCNc1nc(C)cc(N(C)C)n1,i
CCOCC(=O)Nn1cnc2c(cnn2-c2cccc(Cl)c2)c1=O,i
Cc1cccc(-n2nc3c(c2-n2cccc2)CN(C(=O)c2cc(C)oc2C)C3)c1,i
Cn1nnnc1SCC(=O)N1CCOCC1,i
O=C(NCCN1CCN(C(=O)c2ccccc2Cl)CC1)c1ccsc1,i
COc1ccc(-c2cc(CC(=O)NCc3ccco3)no2)cc1,i
COCC(C)(O)CNC(=O)c1cccn(C)c1=O (stereo not drawn),i
COc1ccc(C(=O)N2C(=S)C(c3ccc(C)cc3)=NC23CCCC3)cc1OC,i
CC(C)n1c(=O)c2nscc2n(CC(=O)Nc2ccc3c(c2)OCCO3)c1=O,i
Cc1cc(NC(=O)c2ccccc2F)n(-c2nc3c(cnn3-c3cccc(C)c3C)c(=O)[nH]2)n1,i
Cc1cccc(C)c1NC(=O)c1nnn(Cc2nc(-c3ccccc3)oc2C)c1C,i
O=C(CN1CCC(COCc2ccccc2)CC1)Nc1ccc(OC(F)(F)F)cc1,i
CC(C)NC(=O)C(=O)NCC1CCN(Cc2ccccc2)CC1,i
Cc1ccc(-n2ccnc2N2CCN(C(=O)/C=C\c3ccccc3)CC2)cc1,i
COc1ccccc1CCNC(=O)Cc1csc(Nc2ccc(S(C)(=O)=O)cc2)n1,i
O=C(NCC(=O)N1CCOCC1)c1c[nH]c2ccccc12,i
COCC(C)(O)CNC(=O)c1cccc(C(F)(F)F)c1 (stereo not drawn),i
CCCCCNC(=O)CC(C)CC1=NS(=O)(=O)c2ccccc2N1 (stereo not drawn),i
CCOC(=O)Nc1cc(-c2ccco2)nn1CCO,i
O=C(c1c(F)cccc1F)N1CCOC(c2ccccc2)C1 (stereo not drawn),i
Cc1ccc(Oc2cccc(NC(=O)Nc3cccc(C(F)(F)F)c3)c2)nn1,i
O=C(Nc1ccc(F)c([N+](=O)[O-])c1)c1ccc(=O)n(Cc2cccc(C(F)(F)F)c2)c1,i
Cc1cc(-c2nnc(NC(=O)C3CCN(S(=O)(=O)c4ccc(F)cc4)CC3)o2)n(C)n1,i
O=C(COc1ccccc1)NCC1CCN(Cc2cccs2)CC1,i
Cc1ccc(S(=O)(=O)N(C)CC(O)CN2CCOCC2)cc1 (stereo not drawn),i
COc1ccc(CNC(=O)CN2C(=O)N(c3cccc(OC)c3)S(=O)(=O)c3ccccc32)cc1,i

2 of these compounds, reformatted:
> O=C(Nc1ccc(F)c([N+](=O)[O-])c1)c1ccc(=O)n(Cc2cccc(C(F)(F)F)c2)c1
  GIRK2 activator: i
> Cc1cc(-c2nnc(NC(=O)C3CCN(S(=O)(=O)c4ccc(F)cc4)CC3)o2)n(C)n1
  GIRK2 activator: i

Continued:
smiles,GIRK2 activator
O=C(c1ccco1)N1CCN(S(=O)(=O)c2ccccc2F)CC1,i
CCN(C(=O)Cn1nc(C(=O)N2CCN(C)CC2)cc1C)c1ccccc1C,i
CS(=O)(=O)c1cccc(C(=O)Nc2nnc(CS(=O)(=O)c3ccccc3)o2)c1,i
Cc1nnsc1C(=O)Nc1cc(-c2cccs2)nn1CCO,i
COc1cn2c(cc1=O)C(=O)N(CCNC(=O)CCC1CCCCC1)CC2,i
CS(=O)(=O)N1CCCC1C(=O)Nc1nc(-c2ccc3c(c2)OCO3)cs1 (stereo not drawn),i
Cc1ccc(Nc2ccc(NS(=O)(=O)c3c(C)noc3C)cc2)nn1,i
COCCNC(=O)C(=O)NCC(F)(F)F,i
O=C(NCC(O)Cc1ccccc1)c1cc(-c2ccco2)on1 (stereo not drawn),i
CC(O)(CNS(=O)(=O)c1ccc(Cl)s1)C1CC1 (stereo not drawn),i
O=C(c1cc2cccnc2n(Cc2ccccc2)c1=O)N1CCc2ccccc2C1,i
CC(CNC(=O)C1CCN(c2cc(Oc3ccccc3)ncn2)CC1)c1ccccc1 (stereo not drawn),i
COc1ccccc1NC(=O)c1ccc(=O)[nH]n1,i
Cc1ccc(NC(=O)C(=O)NCC(C)(O)C2CC2)cc1C (stereo not drawn),i
COc1ccc(S(=O)(=O)c2cnc(SCC(=O)Nc3ccc(C)cc3)[nH]c2=O)cc1OC,i
COc1ccc(N2CCN(C(=O)CC(c3ccccc3)c3ccccc3)CC2)nn1,i
CNC(=O)C1Cc2ccccc2N1C(C)=O (stereo not drawn),i
CCCCNC(=O)C(=O)Nc1c2c(nn1-c1ccc(C)cc1C)CSC2,i
CCC(C)(C)OCC(O)CN1CCN(CCO)CC1 (stereo not drawn),i
COc1ccc(/C=C\C(=O)N2c3ccccc3CC2C(N)=O)cc1OC (stereo not drawn),i
CCc1nnc2ccc(S(=O)(=O)N(Cc3ccc(OC)c(F)c3)c3ccccc3)cn12,i
CCn1nc(C(=O)N(CCN2CCOCC2)c2nc3ccc(OC)cc3s2)cc1C,i
Cn1nccc1C(=O)Nc1nnc(-c2cc(Cl)ccc2Cl)o1,i
O=C(Nc1nc2ccccc2s1)c1ccc(=O)n(Cc2ccc(F)cc2)n1,i
Cc1ccc(S(=O)(=O)Nc2ccc(CC(=O)NC(C)(C)CO)cc2)cc1C,i
CCC(C)NC(=O)CCc1csc(NC(=O)c2cccs2)n1 (stereo not drawn),i
O=C(NCCCn1nc(-c2ccc(Cl)cc2)ccc1=O)Nc1ccc(F)cc1F,i
CS(=O)(=O)N1CCC(C(=O)Nc2nc3ccc(F)cc3s2)CC1,i
COc1ccc(S(=O)(=O)NCC(c2ccsc2)N2CCN(C)CC2)cc1C (stereo not drawn),i
Cc1ccc(C)c(Cn2cc(C(=O)Nc3ccccc3Cl)ccc2=O)c1,i
O=C(NCC1(O)CCc2ccccc21)c1cc2ccccc2oc1=O (stereo not drawn),i
COc1ccc(S(=O)(=O)CCC(=O)Nc2nnc(-c3ccco3)o2)cc1,i
COCC(C)(O)CNC(=O)C(=O)Nc1ccon1 (stereo not drawn),i
Nc1c(-c2cccc(F)c2)nsc1C(=O)NCc1cccs1,i
O=C(NCC(c1cccs1)N1CCOCC1)c1c(F)cccc1Cl (stereo not drawn),i
COc1ccc(-c2ccc(=O)n(CC(=O)NCC3CCCO3)n2)cc1 (stereo not drawn),i
Cc1ccccc1NC(=O)CSc1ncc(S(=O)(=O)c2ccc(Cl)s2)c(N)n1,i
COc1ccccc1CCNC(=O)Cc1c(C)[nH]c(=O)[nH]c1=O,i
CC(=O)c1cccc(NC(=O)c2csc(Nc3ccccc3)n2)c1,i
Cc1cc(C)c(-c2ccc(SCC(=O)NCc3ccc4c(c3)OCO4)nn2)cc1C,i
COc1ccccc1C(=O)Nc1nnc(Cc2cccs2)o1,i
CCOC(=O)NCC1CCN(C(=O)c2cccnc2SC)CC1,i
CCC(=O)N1CCN(c2ccc(Nc3ccccn3)nn2)CC1,i
O=C(NCCC(O)c1ccco1)C(=O)NCC(F)(F)F (stereo not drawn),i
CCOc1ccc(OCCNC(=O)c2ccc(F)c(F)c2)cc1,i
Cc1cc(NC(=O)c2ccco2)ccc1N1CCCC1=O,i
Cc1cc(=O)[nH]c(-n2nc(C3CC3)cc2NC(=O)CC2CCCC2)n1,i
Cc1cc(NC(=O)C2CCN(C(=O)CSc3nc4ccccc4o3)CC2)no1,i
CCCCCOc1ccc(C(=O)Nc2cc(C)nn2C(C)C)cc1,i
O=C(Oc1ccccc1)N1CCC(CNS(=O)(=O)/C=C/c2ccccc2)CC1,i
O=C(CS(=O)(=O)Cc1ccccc1)Nc1nnc(-c2ccccc2Cl)o1,i
COc1ccc(S(=O)(=O)CC(=O)Nc2nc3c(s2)COc2ccccc2-3)cc1,i
COc1cccc(-c2cc(C(=O)NCC3CCCO3)c3c(C)nn(C4CCS(=O)(=O)C4)c3n2)c1 (stereo not drawn),i
Cc1cccc(NC(=O)C2(c3cc(-c4cccs4)on3)CC2)n1,i
COc1ccc(N2CCN(C(=O)c3ccc(OC(C)C)cc3)CC2)nn1,i
COc1ccc(-c2ccc(=O)n(CCCNC(=O)Nc3ccccc3F)n2)cc1,i
CCOc1ccc(NS(=O)(=O)c2ccc(N3C(=O)C(C)CS3(=O)=O)cc2)cc1 (stereo not drawn),i
CCOc1ccc(-c2cc(=O)n(CC(=O)Nc3ccccc3F)cn2)cc1,i
Cn1nnc2c(N3CCN(S(=O)(=O)c4cccc(C(F)(F)F)c4)CC3)ncnc21,i
CCOCCn1c(=O)c2c(nc3n(-c4cc(C)ccc4C)c(C)c(C)n23)n(C)c1=O,i

Another view of some results above:
SMILES: COc1cccc(-c2cc(C(=O)NCC3CCCO3)c3c(C)nn(C4CCS(=O)(=O)C4)c3n2)c1 (stereo not drawn)
  GIRK2 activator: i

SMILES: CCOc1ccc(NS(=O)(=O)c2ccc(N3C(=O)C(C)CS3(=O)=O)cc2)cc1 (stereo not drawn)
  GIRK2 activator: i

Remaining list, next part.
smiles,GIRK2 activator
O=C(CCc1csc(NC(=O)c2ccc(F)cc2)n1)NC1CCCC1,i
CC(=O)Nc1ccc(OCC(O)CN2CCN(S(=O)(=O)c3c(C)cc(C)cc3C)CC2)cc1 (stereo not drawn),i
O=C(O)c1ccc(-c2cc(C(=O)O)c3[nH]c(-c4ccccc4)nc3n2)cc1,i
Cc1ccc(C(CNC(=O)C(=O)Nc2ccncc2)N2CCOCC2)cc1 (stereo not drawn),i
Cc1cc(NC(=O)C(=O)c2c[nH]c3ccccc23)n(-c2nc(-c3ccccc3)cs2)n1,i
COc1ccc(CCNC(=O)CCc2csc(NS(=O)(=O)c3ccccc3)n2)cc1,i
Cc1noc(C2CN(C(=O)CCC(=O)c3ccccc3)C2)n1,i
CCc1ccc(-c2nc(C(N)=O)c3[nH]c(=O)n(-c4cccc(OC)c4)c3n2)cc1,i
Cn1cccc1C(CNC(=O)C(=O)NCc1cccs1)N1CCCCCC1 (stereo not drawn),i
Cc1cc(C(=O)NCCc2csc3nc(-c4cccc(F)c4)nn23)c(C)o1,i
CCN(CC)C(=O)N1CCN(S(=O)(=O)c2c(C)cc(C)cc2C)CC1,i
CS(=O)(=O)N1CCCCC1C(=O)Nc1nc(-c2ccc(Cl)cc2Cl)cs1 (stereo not drawn),i
O=C(Cc1cc(-c2ccccc2)on1)Nc1ccon1,i
Cc1cc(=O)[nH]c(-n2nc(C3CC3)cc2NC(=O)c2ccccc2C(F)(F)F)n1,i
CCOc1ccc(NC(=O)Cn2c(C)nc3c(sc4ccccc43)c2=O)cc1,i
COc1cccc(C(=O)Nc2ccc(N3CCCCC3=O)c(C)c2)c1OC,i
COC(=O)N1CCC(CNC(=O)c2ccc(OC(C)C)cc2)CC1,i
Cc1cc(=O)[nH]c(-n2nc(C)c(CCC(=O)Nc3ccc(OC(F)(F)F)cc3)c2C)n1,i
CC(C)Oc1ccc(C(=O)N2CCN(Cc3nnnn3-c3ccc(F)c(F)c3)CC2)cc1,i

Compound activity from PubChem BioAssay.
